Screening results: PubChem BioAssay, several laboratories
RAM inhibit: inhibitors of the yeast RAM network, primary screen, dse1pr::URA3 reporter, 5-FOA selection; inhibition, % at 50 µM; S. cerevisiae dse1pr::URA3 reporter, 5-FOA growth OD615, 2 d; analog-sensitive cbk1-as2 kinase mutant strain; hit rate 1.8% among 190,000; AID 868, 2007;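 active = inhibition above a set limit, 3 SD over mean compound inhibition, cut at about 8.4% in these data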;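 note: 0% = DMSO-only wells with no growth and 100% = 10 µM 1-NA-PP1 full growth; inhibition rescues growth on 5-FOA so higher OD means more RAM inhibition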
S1P3 antagonist: S1P3 receptor antagonists, primary screen, cell-based; Sphingosine 1-phosphate receptor 3 (Homo sapiens), Q99500; CHO S1P3 NFAT-BLA reporter, FRET fluorescence, antagonist mode; inhibition, % at 4.98 µM; hit rate 0.27% among 170,000; AID 485, 2006;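 active = inhibition above the plate cutoff, the mean inhibition of test wells on that plate plus 3 SD, cut at about 28% in these data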;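 note: cells challenged with S1P at its EC80 of 0.8 µM; blue over green emission ratio from cleaved BLA substrate after 4 h stimulation; 0% = S1P-stimulated wells and 100% = unstimulated DMSO-only wells; some compounds past the cut are filed as inactive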
PMI act: activators of human PMI, primary screen, biochemical, fluorescence intensity, near-Km mannose 6-phosphate; Mannose-6-phosphate isomerase (Homo sapiens), P34949; purified human PMI, coupled resazurin fluorescence, 20 min; hits give high values; 1 = vehicle control, 0 substrate-free wells; activation factor at 20 µM; hit rate 0.005% among 190,000; AID 1214, 2008;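 active = activation factor of 2 or more at 20 µM, relative to plate controls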
TLR4 MyD88 comp: inhibitors of TLR4-MyD88 association in cells, primary screen, cell-based, HeLa CL3-4, BLA complementation, FRET ratio; hit rate 0.18% among 200,000; HeLa CL3-4 TLR4/MyD88 BLA complementation; Toll-like receptor 4 (Homo sapiens) + Myeloid differentiation primary response protein …; inhibition, % at 8.4 µM; in the data active = inhibition above about 25%;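 note: 0% = vehicle and 100% = reference inhibitor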
Target sequence (O00206 whole entry, looked up): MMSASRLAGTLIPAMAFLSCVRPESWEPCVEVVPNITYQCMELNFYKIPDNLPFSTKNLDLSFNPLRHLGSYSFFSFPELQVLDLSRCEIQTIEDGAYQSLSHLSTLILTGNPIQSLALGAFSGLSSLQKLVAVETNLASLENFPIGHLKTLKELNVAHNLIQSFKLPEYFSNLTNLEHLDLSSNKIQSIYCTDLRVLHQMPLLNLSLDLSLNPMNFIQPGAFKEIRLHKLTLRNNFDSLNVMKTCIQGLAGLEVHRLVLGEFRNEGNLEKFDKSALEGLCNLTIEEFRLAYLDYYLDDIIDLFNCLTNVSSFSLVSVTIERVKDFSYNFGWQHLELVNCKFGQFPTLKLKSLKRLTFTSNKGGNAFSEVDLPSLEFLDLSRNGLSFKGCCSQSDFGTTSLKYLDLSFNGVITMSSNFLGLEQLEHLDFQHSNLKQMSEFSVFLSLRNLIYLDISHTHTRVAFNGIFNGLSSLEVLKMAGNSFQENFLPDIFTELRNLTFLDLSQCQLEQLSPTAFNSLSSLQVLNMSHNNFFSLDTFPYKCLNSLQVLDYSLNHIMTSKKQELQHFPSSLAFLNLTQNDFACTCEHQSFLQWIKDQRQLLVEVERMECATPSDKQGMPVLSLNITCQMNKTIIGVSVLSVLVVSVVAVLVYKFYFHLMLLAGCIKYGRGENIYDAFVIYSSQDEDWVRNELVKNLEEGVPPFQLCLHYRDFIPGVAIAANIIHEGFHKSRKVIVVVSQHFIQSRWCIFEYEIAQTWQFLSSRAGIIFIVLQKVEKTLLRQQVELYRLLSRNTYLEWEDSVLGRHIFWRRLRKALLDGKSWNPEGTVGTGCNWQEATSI
Target sequence (Q99836 whole entry, looked up): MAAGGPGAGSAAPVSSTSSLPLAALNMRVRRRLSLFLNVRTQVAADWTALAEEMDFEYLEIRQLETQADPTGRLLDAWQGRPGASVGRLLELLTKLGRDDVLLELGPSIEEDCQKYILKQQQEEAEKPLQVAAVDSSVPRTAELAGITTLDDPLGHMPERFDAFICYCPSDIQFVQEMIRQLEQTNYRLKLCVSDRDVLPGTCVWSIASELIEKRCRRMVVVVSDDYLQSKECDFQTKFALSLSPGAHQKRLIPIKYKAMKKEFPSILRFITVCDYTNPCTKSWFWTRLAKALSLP
L major viab: Leishmania major promastigote growth inhibition, primary screen. Leishmania major promastigotes, resazurin fluorescence viability. inhibition, % at 10 µM. hit rate 9% among 200,000. AID 1063, 2008;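 note: promastigotes grown with compound for 44 hours at 28 °C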
G6PDH CS: L. mesenteroides G6PDH inhibitors, counter-screen for G6PDH-coupled screening assays, biochemical, Leuconostoc mesenteroides enzyme; glucose-6-phosphate dehydrogenase [Leuconostoc mesenteroides]; Purified L. mesenteroides G6PDH, diaphorase/resazurin coupled fluorescence, 45 min; inhibition, % at 5 µM; hit rate 0.12% among 200,000
Diaph inh CS: diaphorase inhibitors and chemical oxidizers, primary screen, counter-screen for diaphorase-coupled primary assays, biochemical, uHTS, resorufin fluorescence; diaphorase resazurin-to-resorufin fluorescence, NADH, 16 min; bacterial (C. kluyveri) enzyme, not human; inhibition, % at 20 µM; hit rate 0.69% among 190,000; AID 1217, 2008;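 active = primary screen inhibition at 20 µM above a set limit, cut at about 50% in these data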;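 note: plate controls were DMSO with full reaction for no effect and wells lacking NADH for full effect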
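Assay system: diaphorase enzyme from Clostridium kluyveri; Input: enzyme working solution with 0.14 U/mL diaphorase; Timing: 16 min at room temperature; Technique: resorufin fluorescence, excitation 544 nm, emission 590 nm; Benchmarks: positive control minus NADH, DMSO neutral control.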
Diaph act CS: compounds boosting diaphorase resazurin reduction – biochemical, uHTS, resorufin fluorescence, counter-screen for diaphorase-coupled primary assays, primary screen; hit rate 0.005% among 190,000; activation factor at 20 µM; Diaphorase/resazurin coupled assay, 16 min; hits give high values; 1 = vehicle wells, 0 = NADH-free wells;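 active = diaphorase activity raised at least twofold by the compound at 20 µM; inactive = activation factor below 2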
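Assay system: Purified diaphorase enzyme from Clostridium kluyveri | Amount: Enzyme 0.07 U/mL final | Dosing: Compound 20 µM once, DMSO 1% | Timing: 16 min reaction at room temperature | Detection: Fluorescence, excitation 544 nm and emission 590 nm | Evaluation: Higher resorufin formation from activation or reduction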
PMI act hi M6P: human PMI activators, high substrate, primary screen, biochemical, fluorescence intensity, near-saturating mannose 6-phosphate; coupled PMI enzyme assay, resazurin fluorescence, 20 min; hits give high values; 1 = untreated enzyme, 0 = substrate-free blank; AID 1216, 2008; hit rate 0.34% among 190,000; activation factor at 20 µM;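 active = activation factor of 2 or more at 20 µM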
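Test system: Human PMI in coupled enzyme assay | Input: 15 ng/mL PMI | Medium: HEPES-buffered pH 7.4 with magnesium and detergent | Compound: One concentration, 20 µM, in 1% DMSO | Incubation: Enzyme reaction with compound 20 min at room temperature | Detection: Diaphorase-driven resazurin-to-resorufin fluorescence, excitation 544, emission 590 nm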
Redox H2O2 prof: compounds producing H2O2 with reducing agent – biochemical, NIH compound library profiling, artefact control for MLSCN library redox annotation, primary screen | DTT-dependent redox cycling H2O2, phenol red/HRP absorbance; 100% = 100 µM peroxide control, 0% = buffer | AID 878, 2007 | activation, % at 10 µM | hit rate 0.03% among 200,000;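 active = activation of at least 50% relative to the plate's high and low controls in the primary single-dose screen; inactive = activation below 50%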;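 note: compound incubated with DTT at 0.8 mM final as the reducing agent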
Hsp70 act: Hsp70 transcriptional activators, primary screen, cell-based, HeLa, Hsp70 promoter luciferase, luminescence, 10 µM; HeLa Hsp70 promoter luciferase reporter; scaled: vehicle 0, proteasome-inhibitor control 100%; activation, % at 10 µM; AID 1203, 2008; hit rate 0.04% among 200,000;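 active = activation above the mean across all tested compounds plus 3 SD, cutoff set per campaign, cut at about 5.5% in these data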;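 note: 100% = MG132 at 30 µM as the positive control and 0% = DMSO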
Numbers without * were called inactive; x = not tested or not shown. Cut-off read from the data, not from the text of the source, unless noted: active = inhibition above about 50%; inactive = the rest.

SMILES	RAM inhibit	S1P3 antagonist	PMI act	TLR4 MyD88 comp	L major viab	G6PDH CS	Diaph inh CS	Diaph act CS	PMI act hi M6P	Redox H2O2 prof	Hsp70 act
Cn1cc(CN2CCN(Cc3ccccc3)C(CCO)C2)c(-c2ccccc2)n1 (stereo unspecified)	2.4	-1	1	14	-5	13	1	1	1	-0.9	-0.2
Cc1cc2ncn(C(=O)N3CCCCC3)c2cc1C	-1.4	17	1	-1	11	14	6	0.9	1	2.1	2.2
O=C(/C=C/c1cccc([N+](=O)[O-])c1)Nc1cccc(NC(=O)c2cccs2)c1	6.8	15	1	-3	12	-7	14	0.9	0.9	-0.1	-0.1
NC(=O)CNC(=O)[C@@H]1CC2(CC(c3cccc([N+](=O)[O-])c3)=NO2)CN1C(=O)c1ccccc1 (stereo partly specified)	1.1	x	0.9	0	-7	8	10	0.9	0.9	-4.8	-0.4
NC(=O)c1ccccc1NC(=O)/C=C/c1ccc(Cl)cc1	3.8	x	0.9	-5	12	-43	11	0.9	0.8	-0.4	0.0
COc1cc(C(=O)NC(=S)Nc2nccs2)cc(OC)c1OC	4.2	-7	0.9	1	0	0	13	0.9	1	-2.2	-0.2
COc1cc(CNc2ccc(S(N)(=O)=O)cc2)ccc1OCC(=O)NC1CCCCC1	3.5	-11	1	-23	-3	4	14	0.9	1	0.5	-0.1
Nc1ccc(S(=O)C(F)(F)F)cc1 (stereo unspecified)	1.7	-8	1.1	9	-6	0	-2	1	1.1	0.0	-0.3
COC(=O)c1ccc(CNC(=O)COC(=O)c2cc(Cl)nc(Cl)c2)cc1	3.8	-17	1.2	-8	-3	11	9	0.9	1.1	-0.9	-0.4
O=S(=O)(c1cccc(C(F)(F)F)c1)N1CCC(c2cc(-c3cccc4ccccc34)n[nH]2)CC1	4.6	x	0.9	5	26	-2	14	0.9	1	3.0	-0.4
COc1ccc(-n2c(SCC(=O)Nc3nccs3)nc3c(c2=O)SCC3)cc1	5.9	-61	0.9	0	0	-29	13	0.9	0.9	0.5	-0.1
COc1ccccc1N1CCN(C(=S)Nc2cccc(C)c2)CC1	-0.2	-4	x	1	1	14	x	x	x	-0.2	-0.2
Clc1ccc(-c2nnc3n2CCCC3)cc1Cl	-0.7	x	1	-6	-4	2	5	1	1	3.5	-0.3
COc1ccc(N2C(=O)CCC(C(=O)N(C)C3CCCCC3)C2c2ccc(OC)c(OC)c2)cc1 (stereo unspecified)	0.8	x	0.9	0	-7	2	1	1	0.9	-1.4	-0.3
Cc1occc1C(=O)NC1CCCCCCC1	-0.1	0	1	1	-1	4	4	1	0.9	-0.2	-0.3
COc1ccc(N2CCN(c3ccc([N+](=O)[O-])nc3)CC2)cc1	1.0	8	1.1	-12	-3	-3	-1	1	1	-0.5	0.1
CCCNC(=O)CN(C)S(=O)(=O)c1ccc(F)cc1	0.7	0	1.1	7	64*	8	-3	1	1.1	0.5	-0.3
Cn1c(NC(=O)c2ccccc2Br)cc(=O)n(C)c1=O	-1.2	-2	0.9	5	19	-4	22	0.8	0.8	-1.5	-0.4
CC(=O)N1c2ccc([N+](=O)[O-])cc2NC(=O)CC1C (stereo unspecified)	0.9	-15	1	-13	-6	14	1	1	1.1	0.2	-0.1
COc1cccc(C(=O)Cn2c(N3CCCCC3)nc3c2c(=O)n(C)c(=O)n3C)c1	1.1	-17	1	-13	3	2	14	0.9	1	-0.4	0.2
COc1ccc(C2/C(=C(/O)c3ccccc3)C(=O)C(=O)N2C)cc1 (stereo unspecified)	1.4	-23	1	2	-5	-18	22	0.8	1	3.0	0.2
CC(=O)Nc1ccc(S(=O)(=O)Nc2c(C)n(C)n(-c3ccccc3)c2=O)cc1	0.3	-10	1	-3	-8	4	5	0.9	1	1.0	0.1
COc1ccc(C2NC(C(=O)O)Cc3c2[nH]c2ccccc32)cc1OC (stereo unspecified)	0.0	x	1	-4	-5	11	8	0.9	1.1	0.2	-0.3
CC(=O)C1C(=O)CC(C)(O)C(C(C)=O)C1c1ccccc1 (stereo unspecified)	1.0	-16	0.9	13	1	7	14	0.9	1	-1.0	0.3
CCNc1nc(NC(N)=S)nc(NC(C)(C)C)n1	2.9	-1	0.9	0	-1	0	23	0.8	1	0.0	0.0

Individual results from the results shown:
COC(=O)c1ccc(CNC(=O)COC(=O)c2cc(Cl)nc(Cl)c2)cc1 | Redox H2O2 prof = -0.9
CC(=O)N1c2ccc([N+](=O)[O-])cc2NC(=O)CC1C (stereo unspecified) | PMI act = 1

Going on with the list.
SMILES	RAM inhibit	S1P3 antagonist	PMI act	TLR4 MyD88 comp	L major viab	G6PDH CS	Diaph inh CS	Diaph act CS	PMI act hi M6P	Redox H2O2 prof	Hsp70 act
CCCn1nnc(NC(=O)c2cccnc2Cl)n1	1.4	x	1	-12	-9	-2	5	1	1	0.7	-0.3
O=C(NCCCN1CCOCC1)c1cccs1	-0.1	-9	0.9	-4	-7	14	7	0.9	0.9	0.4	-0.1
CC(C)CNC(=S)NNC(=O)c1ccc(OC(F)F)cc1	0.4	x	1.2	-4	3	7	3	1	1.1	-3.7	0.0
CCc1ccc(NCc2nc(-c3ccccc3)no2)cc1	-0.1	-16	0.9	-19	6	-1	12	0.9	0.9	-0.3	0.0
O=c1ccccn1CCOc1ccccc1Cl	-0.8	-7	1.1	-17	-8	-1	4	1	1.1	-0.2	-0.3
COc1ccc2c(c1)C(=O)N(c1ccccc1OC)C(=O)C2	0.0	-9	1.3	-10	-5	6	29	0.7	1.9	3.8	0.0
COC(=O)COc1ccc(S(=O)(=O)Nc2ccc(NC(C)=O)cc2)cc1	0.0	6	1	13	-4	14	9	0.9	1.1	1.0	-0.6
CC(C)N(CCc1ccncc1)C(=S)Nc1cccc(Cl)c1	-1.0	-6	0.9	0	24	12	1	1	0.9	1.1	-0.1
COc1ccc(C=O)cc1Cn1c(=O)n(CCC(=O)NCc2ccco2)c(=O)c2sccc21	2.1	-2	1	-2	-7	8	-1	1	1	0.3	-0.3
Cc1cc(C)n(C(=O)COc2ccccc2C)n1	0.5	x	1	-4	-6	2	2	1	1	-0.3	-0.2
Clc1ccccc1Cn1nnc2c(N3CCOCC3)nc(C3CC3)nc21	2.8	x	0.9	-12	-5	10	15	0.8	0.9	1.6	-0.1
C/C(=N\NC(=O)c1ccccc1)c1cccc(Br)c1	0.8	-19	1.1	-8	9	5	0	1	1	-1.1	0.0
COc1cc2cc(C(c3nnnn3C(C)(C)C)N3CCC(C)CC3)c(=O)[nH]c2cc1OC (stereo unspecified)	0.3	x	0.9	-14	2	5	20	0.8	1	0.4	-0.1
Cc1ccc(-n2nnnc2SC(C)C(N)=O)c(C)c1 (stereo unspecified)	1.0	-19	1.1	3	-2	-3	14	0.9	1	2.7	-0.2
CC(C)Cn1c(SCC(=O)N2CCc3ccccc3C2)nc2cc(Cl)ccc2c1=O	8.1	11	0.9	1	91*	9	26	0.7	0.9	2.6	-0.5
Cn1c2ccccc2c(=O)c2c(=O)n(-c3ccccc3)c(C3CCCCC3)nc21	4.2	3	1.1	-11	65*	-2	15	0.8	1.1	-0.1	0.0
Nc1nc(N)c2sc3nc4c(cc3c2n1)CCC4	1.7	11	0.9	7	4	8	10	0.9	1	1.6	-0.2
COc1cc(C2=NOC(C(=O)Nc3ccc(C(C)=O)cc3)C2)cc(OC)c1OC (stereo unspecified)	4.5	-16	0.9	-1	-2	0	16	0.8	0.9	1.1	-0.1
Fc1ccc(C(c2nnnn2C2CCCC2)N2CCc3ccccc32)cc1 (stereo unspecified)	7.0	x	1	-13	3	2	8	0.9	1	-8.1	-0.6
Nc1c(C(=O)NCC2CCCO2)sc2nc3c(c(-c4ccco4)c12)CC/C3=C\c1ccco1 (stereo unspecified)	5.3	-4	1.2	4	1	9	89*	0.1	1	0.9	-0.2
O=C(Nc1cc(C(F)(F)F)ccc1N1CCOCC1)c1ccco1	2.6	10	1	-9	-4	-12	3	1	1	-0.9	-0.2
Cc1ccc(NC(=O)CN(C)S(=O)(=O)c2cccs2)cc1F	0.0	x	1	7	8	6	-7	1.1	1	1.5	-0.4
CCOC(=O)C1=C(C)NC(SCC(=O)OC)=C(C#N)C1c1ccc(C(=O)OC)cc1 (stereo unspecified)	11*	9	1.1	8	2	4	16	0.8	1.1	-0.2	0.4
CCOC(=O)/C(C#N)=c1/s/c(=C2\C=Cc3ccccc3N2CC)c(=O)n1CC	2.8	x	1.1	14	1	5	6	0.9	1	3.9	-0.1
O=C(NCCc1ccccn1)/C(=C/c1ccco1)NC(=O)c1ccccc1	2.5	-4	x	-13	-4	12	x	x	x	-0.8	-0.1
Cc1ccc(S(=O)(=O)N(C)C)cc1NC(=O)CN1CCN(Cc2ccccc2)CC1	1.8	-4	1	-2	1	0	4	1	1	-1.1	-0.2
CCCOc1ccccc1C(=O)N(Cc1ccco1)C1CCS(=O)(=O)C1 (stereo unspecified)	0.0	-10	1	-12	2	-5	9	0.9	1	-4.7	0.1
CC(C)(C)NC(=O)C(c1ccccc1F)N(Cc1ccco1)C(=O)c1csnn1 (stereo unspecified)	-0.5	-7	1	0	16	10	11	0.9	1	-0.1	0.2
